Bioassay records: PubChem, several laboratories
RmlCD inh 1536 – M. tuberculosis RmlC/RmlD coupled enzyme inhibitors, primary screen, biochemical, compound mixtures, 384-well, from 1536-well plates; dTDP-4-dehydrorhamnose reductase (Mycobacterium tuberculosis (strain ATCC 25618 / H37Rv)) …; RmlC+RmlD coupled enzyme assay, percent inhibition; primary screen in compound mixtures; inhibition, % at 3.6 µM; actives 0.03% (n = 160,000); in the data active = inhibition mostly above about 34%, no sharp cut-off; also: some results filed as inactive read as strong as hits
Target sequence (P9WH09 whole entry, looked up): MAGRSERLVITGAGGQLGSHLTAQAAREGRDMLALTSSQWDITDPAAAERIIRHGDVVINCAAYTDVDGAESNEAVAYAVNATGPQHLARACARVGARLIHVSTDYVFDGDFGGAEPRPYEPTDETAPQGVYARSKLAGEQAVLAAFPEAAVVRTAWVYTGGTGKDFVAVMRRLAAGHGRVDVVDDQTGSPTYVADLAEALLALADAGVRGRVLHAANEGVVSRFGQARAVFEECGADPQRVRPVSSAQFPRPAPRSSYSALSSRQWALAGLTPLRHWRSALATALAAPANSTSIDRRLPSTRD
Target sequence (P9WH11 whole entry, looked up): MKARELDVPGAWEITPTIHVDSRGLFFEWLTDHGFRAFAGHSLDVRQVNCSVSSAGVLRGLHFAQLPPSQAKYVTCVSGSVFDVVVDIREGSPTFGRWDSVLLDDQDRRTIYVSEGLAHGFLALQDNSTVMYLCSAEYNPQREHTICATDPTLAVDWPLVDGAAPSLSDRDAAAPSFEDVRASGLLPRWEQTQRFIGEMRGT
M. tuberculosis GlmU – inhibition of mycobacterial GlmU enzyme – biochemical, glucosamine-1-phosphate acetyltransferase (AID 1376); Bifunctional protein GlmU (Mycobacterium tuberculosis (strain ATCC 25618 / H37Rv)); M. tuberculosis GlmU acetyltransferase enzyme assay; higher % means a stronger effect; inhibition, %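 (tested at 30 µM in the primary screen)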, or IC50 in µM where a hit was titrated; actives 0.25% (n = 220,000); in the data active = inhibition above about 13%;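 also: 0% = complete reaction with vehicle and 100% = reaction without substrate; strong numbers were not always called active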
Numbers without * were called inactive; x = no result given. This is a subset, so the mix of outcomes need not match the whole.

molecule	RmlCD inh 1536	M. tuberculosis GlmU
COc1ccc(/C=N/NC(=O)CCn2nc(C)cc2C)cc1O	3	2.3%
CCCc1cc(=O)[nH]c(SCC(=O)N2CCN(S(=O)(=O)c3ccc(Cl)cc3)CC2)n1	20	1.7%
N#Cc1c(/N=C/c2cccs2)sc2c1CCC2	x	-4.3%
Cc1ccccc1OCc1n[nH]c(=S)n1Cc1ccccc1	-5	0.7%
CN1CC(c2ccc(C#N)cc2)C2(COc3ccccc3C2=O)C12C(=O)Nc1ccccc12 (stereo unspecified)	42	3.6%
Cc1ccc(-n2nnnc2SCC(=O)c2c(N)n(CC(C)C)c(=O)n(C)c2=O)cc1	-16	2.9%
CC(=O)Nc1cccc2c1C(=O)N(c1ccccc1C)C2=O	7	-5.6%
CCOC(=O)c1c(C)n(CCO)c2ccc(O)cc12	0	3.6%
Cc1ccc(NC(=O)c2sc3nc(N)c(C#N)cc3c2N)cc1	4	-2.6%
Cc1cccc(N2C(=O)CN=C2Nc2nc(C)cc(C)n2)c1	-2	0.1%
C/C(=N\NC(=O)C1CC1)c1cccnc1	5	-5.8%
Oc1ccccc1CNc1nc2ccccc2n1CCN1CCCCC1	x	2.5%
Cc1cccc2c1N(N=O)CCC2	x	3.1%
N#C/C(=N\Nc1ccc(Cl)cc1)C(=O)c1ccccc1	0	2.7%
O=C1CCCc2c1[nH]c1c(Br)cccc21	x	1.8%
Cn1cc(NC(=O)OCc2ccc(Cl)cc2)c(C(F)(F)F)n1	x	-6.1%
Cc1cc(C)nc(N2Cc3ccccc3C2=N)n1	-10	1.4%
CC(C)(C)NC(=O)Cn1nnc(-c2ccccc2NC(=O)c2ccco2)n1	x	0.5%
CCOC(=O)C(CCCCC(NC(C)=O)(C(=O)OCC)C(=O)OCC)(NC(C)=O)C(=O)OCC	x	-6.6%
CCCSP1(=S)NCCCO1 (stereo unspecified)	x	0.5%
Cc1ccc(SCCC(=O)OCC(=O)NCC2CCCCC2)cc1	7	-7.6%
Cc1nc(COc2cccc(Cl)c2)sc1C(=O)/C=C/N(C)C	7	1.8%
COC(=O)CCCC1=CC2=CC(=O)C(C)(OC(=O)c3cccs3)C(=O)C2=CN1CC(C)C (stereo unspecified)	x	0.4%
Cc1ccc(S(=O)(=O)N2CCN(S(=O)(=O)N(C)C)CC2)cc1	x	-1.4%
N#Cc1nc(-c2ccco2)oc1NCc1ccco1	17	-0.8%
CCOC(=O)C(CC(=O)O)N1CCCCC1 (stereo unspecified)	-2	0.8%
CC(=O)c1cccc(NC(=S)N2CCN(CCN3C(=O)c4cccc5cccc(c45)C3=O)CC2)c1	1	3.9%
O=[N+]([O-])c1ccc(OCc2nnc(-c3ccccc3)o2)cc1	7	0.1%
O=C(NCC1CCCO1)c1ccc(/C=N/O)nc1 (stereo unspecified)	6	2.1%
CCCn1c(=NC(C)=O)c(C(=O)OCC)cc2c(=O)n3ccccc3nc21	x	-5.8%
CCOC(=O)c1c(C)[nH]c(C)c1C(=O)CSc1nc2ccccc2[nH]1	4	-1.1%
COc1ccc(CCNCc2ccc(SC)cc2)cc1	-10	-1.5%
Cc1ccc(NC(=O)COC(=O)CNC(=O)c2ccc(C)s2)cc1	-9	2.8%
Cc1cc(C)cc(OCC(=O)Nc2cc(C)on2)c1	8	2.9%
CCC1=NN2C(=N)/C(=C/c3cc(C)n(-c4ccccc4)c3C)C(=O)N=C2S1	-10	3.4%
CCOC(=O)C1CCCN(C(=O)C2CCN(c3nnc(-n4cccc4)s3)CC2)C1 (stereo unspecified)	-7	3.6%

As entered above.
M. tuberculosis GlmU, `CCCc1cc(=O)[nH]c(SCC(=O)N2CCN(S(=O)(=O)c3ccc(Cl)cc3)CC2)n1` : 1.7%
M. tuberculosis GlmU, `N#Cc1c(/N=C/c2cccs2)sc2c1CCC2` : -4.3%
M. tuberculosis GlmU, `CCCSP1(=S)NCCCO1` (stereo unspecified) : 0.5%

Remaining list, next part.
molecule	RmlCD inh 1536	M. tuberculosis GlmU
Cc1nc2sc3c(c2c(=O)o1)CCC3	16	-0.4%
CCn1c(SCc2nc3ccccc3[nH]2)nnc1-c1cccnc1	x	1.5%
Cc1ccc(S(=O)(=O)c2ccc(C)cc2)cc1	36	6.0%
CCN(CC)CCN(C(=O)c1ccc(CN2CCCCC2)o1)C(C(=O)NC1CCCCC1)c1ccc(F)cc1 (stereo unspecified)	0	4.4%
Nc1ccc(Cl)c(S(=O)(=O)Nc2ccccc2Cl)c1	6	8.7%
O=C(CSCCO)Nc1cccc([N+](=O)[O-])c1	5	1.9%
O=C(O)CCCN1C(=O)C(=O)/C(=C(/O)c2ccc(Cl)cc2)C1c1ccccc1 (stereo unspecified)	-10	2.7%
O=C(Cn1c(=O)oc2ccccc21)c1ccccc1	-9	4.7%
O=C(O)CCn1cc(C=C2C(=O)NC(=S)NC2=O)c(-c2ccccc2)n1	x	-0.6%
O=C(NCC(O)c1ccc([N+](=O)[O-])cc1)c1cccc(S(=O)(=O)N2CCCC2)c1 (stereo unspecified)	x	3.4%
CC(C)(C)OC(=O)N[C@H](Cc1ccccc1)C(=O)N1CCC(C(=O)O)CC1	x	0.1%
CCN(C(=O)CSc1ccc2c(c1)OCCO2)C1CCS(=O)(=O)C1 (stereo unspecified)	-8	8.1%
Cc1ccc(OCCOc2ccc(Br)cc2/C=N\NC(N)=O)cc1	4	-5.0%
O=C(CSc1nnc(Cn2cnc3ccccc32)o1)Nc1cccc2ccccc12	-10	1.4%
CC1(C)Cc2cccc(OCC(O)CN3CCN(c4ccccn4)CC3)c2O1 (stereo unspecified)	11	0.4%
Cc1cccc(CNc2ccc(C(CC(N)=O)NC(=O)c3ccccc3)cc2[N+](=O)[O-])c1 (stereo unspecified)	x	3.4%
N#Cc1c(C(F)(F)F)cc(-c2ccccc2Cl)[nH]c1=O	x	-10%
Cc1cc(NS(=O)(=O)c2ccc(NC(=O)CCSc3ccc(F)cc3)cc2)nc(C)n1	x	-0.9%
CN(C)CCNC(=O)c1coc(=O)c(Br)c1	x	-8.2%
C=C1SC(=Nc2c(C)cc(C)cc2C)N(C(=O)c2sc3ccccc3c2Cl)C12CCCCC2	-9	-1.9%
CCC(=O)Nc1nonc1-c1nc2ccccc2n1CC(C)C	-5	x
Cc1ccc(Cl)cc1N1CCN(C(=O)CSc2nnc3n2C(C)(C)Cc2ccccc2-3)CC1	x	-6.0%
Cc1ccc(NC(=O)c2ccn(C(=O)Nc3ccccc3)n2)c(C)c1	-7	6.3%
O=C1CC(c2ccccc2Cl)=NN(c2ncnc3ccccc23)C1=O	-7	-3.6%
CCOc1ccc2nc(SCC(=O)N3c4ccccc4Sc4ccccc43)c(C#N)cc2c1	6	4.7%
Cc1nc2[nH]c(=O)c3c(n2n1)NC1=C(C(=O)CC(C)(C)C1)C3c1ccc(F)cc1 (stereo unspecified)	17	16%
C=CCn1c(NCCc2ccccc2)nc2c1c(=O)n(C)c(=O)n2C	-9	-2.3%
Cc1ccc(C)c2[nH]c(=O)c(C(c3nnnn3Cc3ccco3)N3CCc4ccccc4C3)cc12 (stereo unspecified)	-1	6.9%
CCCS(=O)(=O)N1CCN(c2cc3c(cc2[N+](=O)[O-])n(C)c(=O)n3C)CC1	-4	-5.3%
CCn1c(=O)cc(SCC(=O)N2CCN(C)CC2)c2ccccc21	x	-2.6%
O=C(NC1CCCCC1)N1CCCC(CNS(=O)(=O)Cc2ccccc2)C1 (stereo unspecified)	-4	-2.9%
O=c1c(Cc2ccccc2)c(O)ccn1C1CCCCCCC1	-4	0.7%
C/C(=N\N1CCN(Cc2ccccc2Cl)CC1)c1ccc([N+](=O)[O-])cc1	13	-5.4%
c1ccc(N2CCN(c3ncnc4c3oc3ccccc34)CC2)cc1	1	x
Cn1c(=O)oc2cc(S(=O)(=O)N3CCC(C(=O)NCc4cccs4)CC3)ccc21	-9	8.4%
COCCn1c(C)cc(/C=C2/NC(=O)N(c3ccc(Cl)cc3)C2=O)c1C	x	-1.3%

Entries from the list above with an aryl methoxy group:
molecule	RmlCD inh 1536	M. tuberculosis GlmU
COc1ccc(/C=N/NC(=O)CCn2nc(C)cc2C)cc1O	3	2.3%
COc1ccc(CCNCc2ccc(SC)cc2)cc1	-10	-1.5%

Following part
molecule	RmlCD inh 1536	M. tuberculosis GlmU
CN1CCN(C(=O)CCCOc2cc(=O)n(C)c3ccccc23)CC1	x	-1.8%
Brc1ccc(-c2cnc(-c3cccs3)o2)cc1	8	8.7%
CCc1ccc(NC2=NCC(c3ccccc3)S2)cc1 (stereo unspecified)	4	2.2%
CCCCCC(=O)NNC(=O)Cc1ccc([N+](=O)[O-])cc1	x	0.6%
CCCCCC1CC(/C(C)=N/NC(N)=O)OC1=O (stereo unspecified)	-5	-2.6%
Cc1ccc2c(c1)cc(CN(Cc1ccco1)C(=O)COc1ccccc1)c1nnnn12	10	0.9%
CCC(C)Nc1nc(OCC(F)(F)F)nc(OCC(F)(F)F)n1 (stereo unspecified)	4	1.8%
O=C(NCc1ccncc1)C(=O)NCC(c1ccccc1)c1ccccc1	-10	2.9%
Cc1cccc2[nH]c3c(N4CCC5(CC4)OCCO5)ncnc3c12	x	8.3%
CC(C)(C)c1ccc(-c2nc(N)nc(N)n2)cc1	6	-2.7%
O=C(CN(C(=O)c1ccc(Cl)cc1Cl)N1C(=O)C2C3C=CC(C3)C2C1=O)c1ccc(F)cc1 (stereo unspecified)	x	-2.4%
CCOc1ccc(N2C(=O)CC(N(C)Cc3ccccc3)C2=O)cc1 (stereo unspecified)	x	-2.4%

Whole records from above.
`COCCn1c(C)cc(/C=C2/NC(=O)N(c3ccc(Cl)cc3)C2=O)c1C` is entered as RmlCD inh 1536 = x; M. tuberculosis GlmU = -1.3%
`CCCCCC1CC(/C(C)=N/NC(N)=O)OC1=O` (stereo unspecified) is entered as RmlCD inh 1536 = -5; M. tuberculosis GlmU = -2.6%

Next compounds.
molecule	RmlCD inh 1536	M. tuberculosis GlmU
Cc1ccc(S(=O)(=O)NNC(=S)Nc2cccc(F)c2)cc1	x	-3.1%
COC(=O)c1c(NC(=O)CN2CCC(C(N)=O)CC2)c2c(C)cccc2n1C	2	2.4%
CC(=O)NC(C)(C)C1CC=C(C)/C(=N\O)C1 (stereo unspecified)	-5	4.2%
CSC1=N/C(=C/c2cccnc2)C(=O)N1Cc1ccccc1	-4	2.8%
Cc1cc(C)c(O)c(-c2cc(C(=O)Nc3ccc(S(=O)(=O)N4CCOCC4)cc3)[nH]n2)c1	x	3.6%
C/C=C(/C)C(=O)O[C@@H]1c2cc3c(c(OC)c2-c2c(cc(OC)c(OC)c2OC)[C@@H](OC(C)=O)[C@@H](C)[C@H]1C)OCO3	8	0.9%
COc1cc(C(=O)NCC(=O)OCc2cc(=O)oc3c(C)c(C)ccc23)cc(OC)c1OC	3	1.4%
CC(=O)Nc1ccc(S(=O)(=O)NCc2csc(-c3cccnc3)n2)cc1	-1	-2.5%
C[n+]1ccc(CC2C(=[N+]([O-])[O-])C=Nc3ncnn32)cc1 (stereo unspecified)	7	1.8%
C=CCNC(=S)N/N=C/c1ccc(C)cc1C	x	-4.9%
CC(C)(C)c1cc(-c2csc(Nc3ccccc3)[n+]2Cc2ccc(C(=O)O)cc2)cc(C(C)(C)C)c1O	0	0.9%
CS(=O)(=O)N(CC(=O)NC1CCCCC1)c1cccc(F)c1	-9	3.2%
COC(=O)C1CSc2[nH]c(=O)sc2C1c1ccc(O)c(OC)c1 (stereo unspecified)	x	0.8%
OCC(O)CNC(=S)NC1CCCCC1 (stereo unspecified)	-3	3.2%
N/C(=N\N=C\c1ccc(Br)o1)c1nonc1N	-12	-1.8%
COc1ccc(C(=O)/C=C/C(=O)N(CC(=O)NC2CCCCC2)Cc2cccs2)c(O)c1	8	-5.1%
O=C(NCc1ccc(C(F)(F)F)cc1)C1CC(c2ccc(C(F)(F)F)cc2)=NO1 (stereo unspecified)	x	-5.1%
Cc1ccc(SCC(=O)Nc2ccc3c(c2)C(=O)NC3=O)cc1	0	0.2%
O=C(Nc1ccc(O)c2c(=O)cc(-c3ccccc3Cl)oc12)c1ccccc1Cl	x	-4.8%
C=CC[n+]1c(-c2ccc(OC)c(OC)c2)csc1NNC(=O)Nc1ccccc1	x	2.0%
CCOc1ccc(/C=N/NC(=O)Cc2csc(Nc3cccc(C(F)(F)F)c3)n2)cc1	-6	-3.4%
Cc1ccc(S(=O)(=O)N2CCN(CC(=O)N(CC(C)C)c3c(N)n(CC(C)C)c(=O)[nH]c3=O)CC2)c(C)c1	2	-5.1%
Cn1c(NNC(=O)C2CCCCC2)cc(=O)n(C)c1=O	8	0.8%
COc1ccc(S(=O)(=O)NCCOc2ccccc2)cc1C	1	21%
CCCCOc1ccc(-c2cn3ccccc3n2)cc1[N+](=O)[O-]	-11	0.9%
Cc1ccccc1C(=O)c1cccn1CC(=O)NCc1ccccc1	-7	1.1%
COc1ccc(Cc2nnc(SCc3nc4ccccc4c(=O)[nH]3)n2C)cc1	x	4.5%
CC(C)(C)c1cc(C(=S)N2CCN(CCO)CC2)cc(C(C)(C)C)c1O	7	4.0%
CC(C)c1cc(C(=O)NC2CCCCC2)no1	x	4.0%
Cc1cc(Cl)cc(Cl)c1OCCCCN(C)C	5	-6.8%
CC12CC(c3ccccc3O1)N(C(=O)c1ccco1)C(=S)N2c1ccc(F)cc1 (stereo unspecified)	14	-11%
